Hsp70 inhibitors: Hsp70 inhibitors, probe displacement, primary screen, biochemical, fluorescence polarization (AID 583). 140,000 tested, 0.06% active. Heat shock 70 kDa protein 1A (Homo sapiens). displacement, % at 20 µM, or IC50 in µM where a hit was titrated. Hsp70 fluorescence polarization probe displacement, mP; higher % means a stronger effect; in the data active = displacement above about 50%;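 also: plate controls were vehicle for no effect and reference ligand for full effect; a part of the inactive calls stands beside numbers as strong as those of hits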
Rat MKP-3 inhibitors: MKP-3 phosphatase inhibitors, primary screen, biochemical, rat enzyme, in vitro (AID 425). recombinant MKP-3 phosphatase activity, fluorescence; higher % means a stronger effect. 110,000 tested, 0.17% active. inhibition, % at 20 µM; hits with a dose series show IC50 in µM. Dual specificity protein phosphatase 6 (Rattus norvegicus); in the data active = inhibition above about 50%;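 also: plate controls were vehicle for no effect and reference inhibitor for full effect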
Starred values were filed as active, the others as inactive; nt = not tested or not shown; & = joins results of further samples. This is a subset; count on the stated rates, not on these rows.

Hsp70 inhibitors,Rat MKP-3 inhibitors,canonical_smiles
0.3%,-3.5%,Cc1cnc(-c2nnc(N(C)C(=O)c3ccncc3)s2)cn1
6.0%,nt,COc1ccc(N2CCN(C(c3ccco3)c3sc4nc(C)nn4c3O)CC2)cc1 (centres undefined)
-2.8%,6.6%,c1ccc2c3c([nH]c2c1)/C(=N/N=C1CCCCC1)CCC3
2.4%,2.7%,CCOC(=O)N1CCN(Cc2cc(=O)oc3ccc4ccccc4c23)CC1
nt,-9.4%,COc1cccc(N(CC(=O)Nc2ccccc2C)S(C)(=O)=O)c1
4.3%,0.3%,O=C1C=C(NC2CC2)C2(CCCCC2)O1
-3.6%,1.3%,Cc1ccc(-c2cc(C(F)(F)F)n3ncc(C(=O)NCCc4ccccc4)c3n2)cc1
-0.2%,-3.3%,CCN1CCN(c2ccc(NC(=O)COc3ccccc3Cl)cc2)CC1
6.6%,4.5%,O=C(Nc1nonc1NC(=O)C1CCCCC1)C1CCCCC1
-4.9%,2.1%,COCC(=O)N/N=C(\C)CC(=O)Nc1cc(C)ccc1OC
-1.5%,0.1%,CCc1ccccc1N(CC(=O)Nc1ccc(C)cc1)S(C)(=O)=O
-1.7%,1.0%,COc1ccc(C2CC(=O)C3=C(C2)Nc2ccccc2NC3c2cc([N+](=O)[O-])ccc2Cl)cc1OC (centres undefined)
-3.1%,6.5%,COc1ccc(Br)cc1/C=C/C(=O)c1ccc(F)cc1
4.4%,10.2%,COc1ccc(-c2cc(C(F)(F)F)nc(S(C)(=O)=O)n2)cc1OC
15.5%,-19.0%,COc1ccc(C)cc1N(CC(=O)O)S(=O)(=O)c1ccc(C)cc1
0.6%,-8.2%,CCSc1nc2c(c(=O)[nH]c(=O)n2C)n1C
-2.6%,nt,COc1ccc(Cn2c(C)c(C)c(C#N)c2NC(=O)Nc2ccc(Cl)cc2)cc1
-0.3%,-8.8%,CCOc1cccc(-c2nnc3sc(-c4cc(OC)c(OC)cc4OC)nn23)c1
-2.1%,-12.3%,CCCOC(=O)Nc1ccc(N2CCCCC2)cc1
-5.3%,3.3%,COc1cccc(C2C(C(=O)Nc3ccccc3)=C(C)N=c3s/c(=C\c4ccncc4)c(=O)n32)c1 (centres undefined)
3.4%,-1.3%,Clc1cccc(N2CCN(Cc3nc(-c4ccccc4)no3)CC2)c1
3.8%,nt,O=C(CSc1nc(-c2ccco2)cc(C(F)(F)F)n1)N1CCSCC1
4.9%,5.0%,COc1ccc2oc(=O)c(-c3nnc(NCc4ccco4)s3)cc2c1
nt,-13.6%,CS(=O)(=O)N(CC(=O)N1CCN(c2ccccc2)CC1)c1cc(C(F)(F)F)ccc1Cl
-0.9%,2.0%,Cc1ccc(N(CC(=O)NC(C)c2ccccc2)S(=O)(=O)c2ccc(F)cc2)cc1 (centres undefined)
2.5%,-2.3%,Cc1ccc(C)n1-c1cc(S(=O)(=O)N2CCOCC2)ccc1N1CCCC1
-0.9%,3.2%,Cc1cc(NNC(=O)C(c2ccccc2)c2ccccc2)c2ccc(C)c(C)c2n1
6.6%,nt,COc1ccc(C(C)C)cc1S(=O)(=O)Nc1ccccn1
0.8%,7.5%,Cc1cc(=O)oc(C)c1C(=O)N1CCc2c([nH]c3ccccc23)C1C(C)C (centres undefined)
-1.6%,-0.1%,CCOc1cc(/C=C2\SC(=Nc3cccc(Cl)c3C)NC2=O)ccc1O
0.1%,-1.1%,CSCCC(NC(=O)c1ccccc1)C(=O)OCC(=O)Nc1cc(C)on1 (centres undefined)
5.1%,-0.5%,O=C1NC(=O)C(=Cc2cc(Br)ccc2OCc2ccccc2F)C(=O)N1
-1.7%,2.5%,Cc1cc(C)n(Cc2ccc(C(=O)NCCC3=CCCCC3)o2)n1
-5.3%&1.8%,-4.3%&-1.1%,COc1ccccc1-c1nc(-c2ccc(Br)cc2)no1
9.3%,-1.3%,CC(=O)N1C(=O)/C(=C2/SC(=Nc3ccc(Br)cc3)NC2=O)c2ccccc21
2.0%,nt,Cn1c(SCC(=O)Nc2nccs2)nnc1-c1ccc(S(=O)(=O)N2CCCC2)cc1
2.7%,nt,CCOC(=O)N1CCN(C(=O)CN(c2ccc(OC)cc2)S(C)(=O)=O)CC1
0.7%,-0.4%,CSc1nnc([C@@H](NC(=O)OC(C)(C)C)C(C)C)o1
0.5%,2.3%,O=C(NCCO)/C(=C\c1ccc(Cl)cc1)NC(=O)c1ccco1
0.2%,nt,CCOC(=O)C1C(=O)CC(C)(O)C(C(=O)OCC)C1c1ccc(F)cc1 (centres undefined)
19.2%,nt,CCOc1ccc(N/C(=C(/C(Cl)=C(Cl)Cl)[N+](=O)[O-])n2cncn2)cc1
-1.2%,-2.5%,O=S(=O)(c1cc(Cl)ccc1Cl)n1nnc2ccccc21
-1.3%,nt,CC(C)NC(=O)CSCc1c(F)cccc1Cl
-3.1%,-5.9%,O=C(OCc1nnc(-c2ccccc2)o1)c1ccc2c(c1)OCCO2
2.5%,7.8%,O=C(NCc1cn2ccsc2n1)Nc1ccc(Cl)cc1
-6.4%,nt,COc1cccc(C(=O)N2CCN(Cc3cc(Br)ccc3OC)CC2)c1
5.2%,nt,O=C(Nc1ccc2oc(-c3ccc4ccccc4c3)nc2c1)c1cccs1
-13.4%,6.4%,O=C(Nc1ccc(Cl)cc1)Nc1nnc(C(c2ccccc2)c2ccccc2)s1
-4.3%,1.3%,O=C(NC(NC(=S)Nc1cccc2ccccc12)C(Cl)(Cl)Cl)c1ccccc1 (centres undefined)
7.1%,3.2%,COc1ccccc1N1C(=O)NC(=O)/C(=C\c2ccc(O)c(O)c2)C1=O
-2.8%,-2.2%,CCOC(=O)C(NC(=O)C1CCCN1C(=O)OCc1ccccc1)C(=O)OCC (centres undefined)
4.0%,-7.4%,CC(C)NC(=O)NC(=O)CSc1ncc(C(F)(F)F)cc1Cl
-2.4%,nt,CCC(C)(C(=O)NC1CCCCC1)N(Cc1ccco1)C(=O)Cc1cccs1 (centres undefined)
0.0%,5.0%,COc1cc(NC(=O)c2cc(I)ccc2Cl)ccc1NC(=O)c1ccco1
-5.2%,-16.2%,O=S(=O)(Nc1ccc2c(c1)nc1n2CCOC1)c1ccccc1
1.1%&-0.4%,-3.3%&1.7%,O=S(=O)(/C=C/c1ccccc1)N1CCN(c2ccccc2)CC1
-4.5%,-5.0%,CCN1C(=O)/C(=C\c2cn(CCOc3ccc(Br)cc3)c3ccccc23)SC1=S
-5.2%,-17.5%,O=C(CSc1nnnn1-c1ccccc1)Nc1nsc(-c2ccccc2)n1
0.6%,-10.4%,CCOC(=O)N1CCN(C(=O)CSc2nc3c(cnn3-c3ccc(Cl)cc3)c(=O)[nH]2)CC1
-2.9%,nt,Nc1ccc(-n2nncc2-c2ccco2)cc1

(more compounds)
Hsp70 inhibitors,Rat MKP-3 inhibitors,canonical_smiles
0.1%,-7.6%,Cc1ccc(-n2c3c(cc(C(=O)NCCCN4CCOCC4)c2=O)C(=O)CC(C)(C)C3)cc1
2.1%,-0.1%,COc1ccc(N2C(=O)c3ccc(OC)c(OC)c3C2=O)cc1
2.9%,-0.7%,CC1(C)CC(=O)C(C(C2=C(O)CC(C)(C)CC2=O)c2ccc(Cl)cc2Cl)C(=O)C1 (centres undefined)
2.1%,-0.3%,O=C(Nc1ccc(F)c([N+](=O)[O-])c1)C1CCCC1
-0.1%,-1.7%,Cc1ccc(S(=O)(=O)NCc2ccc3c(c2)OCO3)cc1
2.3%,-6.1%,COc1ccc(OC)c(-n2c(CN3CCC(C(N)=O)CC3)nc3ccccc3c2=O)c1
0.6%,2.4%,CCOC(=O)c1c(NC(=O)c2ccc(C)c([N+](=O)[O-])c2)sc(C(=O)Nc2ccccc2F)c1C
1.6%,-10.3%,Cc1nn2c(N3CCOCC3)c3c(nc2c1-c1ccccc1)CCCC3
7.7%,-10.2%,CCCC(=O)Nc1ccccc1NC(=O)CN(C)S(=O)(=O)c1ccccc1
5.9%,-8.9%,COc1ccc(Cl)cc1N=Cc1c(O)cc(C)oc1=O
-2.7%,6.5%,CN1CCN(C(=O)CSc2nc(-c3cccs3)cc(-c3cccs3)c2C#N)CC1
4.0%,-4.5%,Clc1ccc(Cn2cc(Br)cn2)cc1Cl
1.4%,nt,CCCSc1nc(-n2ncc(C#N)c2N)c2c3c(sc2n1)CCC(C)C3 (centres undefined)
-0.7%,-10.1%,CCOC(=O)c1c(NC(=O)CSc2nnc(-c3ccccc3)n2CC)sc(C(C)=O)c1C
0.8%,nt,O=C(Oc1cc(-c2ccccc2)no1)c1ccc(Cl)cc1
2.9%,-10.1%,NCCCNC(=O)c1cc2ccccc2[nH]1
2.4%,-3.3%,O=C(/C=C/c1ccccc1)NC(=S)Nc1cccc2ccccc12
7.6%,9.6%,Oc1ccc(N=Cc2cc(Br)cc(Br)c2O)cc1
-4.0%,1.5%,Cc1ccc(C)c(CN2CCCNC2=O)c1
-1.6%,nt,O=[N+]([O-])c1cccc(N=NN(CCO)c2cccc([N+](=O)[O-])c2)c1
0.5%,-9.5%,O=C1CCCC2=C1C(c1cccs1)n1ncnc1N2 (centres undefined)
2.2%,nt,CCOC(=O)Nc1cccc(C(=O)O)c1
-2.7%,-6.5%,CCOC(=O)N1CCC(NCCNC(=O)c2ccccc2Cl)CC1
12.0%,-0.3%,C=CCn1c(SCc2nnc(-c3ccccc3)o2)nnc1C(O)c1ccccc1 (centres undefined)
14.3%,-0.6%,O=C(Nc1ccc(Cl)c(-c2nc3ccccc3o2)c1)c1cccs1
-2.9%,-6.7%,COC(=O)[C@@H](NC(=O)NC1CCN(Cc2ccccc2)CC1)C(C)C
1.7%,-2.9%,COc1ccc(-c2nnc3ccc(SCC(=O)NCc4ccco4)nn23)cc1OC
2.3%,nt,COc1nc(OCCNC(C)=O)nc(N(C)C)n1
0.8%,-0.8%,Cc1cc(C)c2oc(-c3ccc(NC(=S)NC(=O)c4ccco4)cc3)nc2c1
-0.2%,-14.7%,Cc1cc2c3nonc3ccc2n1C
-0.1%,1.1%,O=C(c1ccc(-c2ccccc2)cc1)N1CCN(Cc2ccc3c(c2)OCO3)CC1
-2.3%,3.2%,CCCCC/C(=N\NC(=O)c1cccnc1)c1ccccc1
2.0%,-1.7%,CCc1ccc(NC(=O)C(=O)NCc2ccccc2OC)cc1
-3.4%,nt,Cc1ccc(CCNC(=O)C2CCCN(S(=O)(=O)c3cccs3)C2)cc1 (centres undefined)
6.3%,4.8%,CN1CCN(Cn2c(O)c(N=NC(=O)c3ccccc3)c3cc(Br)ccc32)CC1
3.1%,-3.0%,CCOc1ccc(-c2cc(CCCC(=O)NCc3cccnc3)no2)cc1
1.3%,2.2%,Cc1ccc(OCC(=O)Nc2ccccc2CO)c(Br)c1
-5.7%,-8.4%,COc1cc(C2/C(=C(\O)c3cc(C)ccc3C)C(=O)C(=O)N2CCN(C)C)ccc1O (centres undefined)
9.5%,-3.3%,Cc1ccc(SCCNC(=O)C(C)C)cc1
-1.1%,2.2%,CC(=O)c1cc2c(cc1NC(=O)c1ccc(-n3nc(C)cc3C)cc1)OCO2
-1.8%,3.2%,COc1ccc(NC(=O)COc2ccc(Cl)cc2)cc1
4.6%,3.6%,Cc1nn(-c2ccccc2)c(C)c1/C=N/NC(=O)c1cc(C23CC4CC(CC(C4)C2)C3)[nH]n1
2.8%,nt,Cc1cc(C)c(NC2=NS(=O)(=O)c3ccccc32)c(C)c1
-3.6%,1.6%,NC(=O)C1CCN(C(=O)Cc2ccc(Cl)cc2)CC1
-4.1%,-9.1%,CN(C(=O)c1cnc(N2CCN(c3ncccn3)CC2)c2ccccc12)c1ccc(Cl)cc1
-3.1%,nt,CCNc1nc(NCC)nc(C(=O)Nc2ccccc2)n1
22.5%,nt,C/C=C(\C)CN1CCN(c2cccc(C)c2C)CC1
5.3%,nt,Cn1cc(C(c2ccccn2)c2cn(C)c3ccccc23)c2ccccc21
5.6%,-0.3%,Cc1cc(/C=C2\C(=O)NC(=O)N(c3ccc(Cl)cc3)C2=O)c(C)n1-c1cccnc1
0.4%,-1.2%,CCC(C)N(C(=O)Cn1nnc2ccccc21)C(C(=O)NCc1ccco1)c1cccc(OC)c1 (centres undefined)
2.5%,-7.4%,Nc1sc2c(c1C(=O)NC1CCS(=O)(=O)C1)CCCC2 (centres undefined)
-2.5%,3.1%,O=C(NC(=S)Nc1cc([N+](=O)[O-])cc(Cl)c1O)c1ccc(Br)cc1

4 of the compounds above, with each value named:
O=C(NC(=S)Nc1cc([N+](=O)[O-])cc(Cl)c1O)c1ccc(Br)cc1
  Hsp70 inhibitors: -2.5%
  Rat MKP-3 inhibitors: 3.1%
Cn1cc(C(c2ccccn2)c2cn(C)c3ccccc23)c2ccccc21
  Hsp70 inhibitors: 5.3%
  Rat MKP-3 inhibitors: nt
Nc1sc2c(c1C(=O)NC1CCS(=O)(=O)C1)CCCC2 (centres undefined)
  Hsp70 inhibitors: 2.5%
  Rat MKP-3 inhibitors: -7.4%
CCC(C)N(C(=O)Cn1nnc2ccccc21)C(C(=O)NCc1ccco1)c1cccc(OC)c1 (centres undefined)
  Hsp70 inhibitors: 0.4%
  Rat MKP-3 inhibitors: -1.2%

Full records, quoted from the list. Order of screens: Hsp70 inhibitors, Rat MKP-3 inhibitors
CCC(C)N(C(=O)Cn1nnc2ccccc21)C(C(=O)NCc1ccco1)c1cccc(OC)c1 (centres undefined) as listed: 0.4%, -1.2%
Nc1sc2c(c1C(=O)NC1CCS(=O)(=O)C1)CCCC2 (centres undefined) as listed: 2.5%, -7.4%

Exported bar-delimited: entries from further up.
SMILES | Hsp70 inhibitors | Rat MKP-3 inhibitors
Cc1cc(/C=C2\C(=O)NC(=O)N(c3ccc(Cl)cc3)C2=O)c(C)n1-c1cccnc1 | 5.6% | -0.3%
CCC(C)N(C(=O)Cn1nnc2ccccc21)C(C(=O)NCc1ccco1)c1cccc(OC)c1 (centres undefined) | 0.4% | -1.2%
Nc1sc2c(c1C(=O)NC1CCS(=O)(=O)C1)CCCC2 (centres undefined) | 2.5% | -7.4%
O=C(NC(=S)Nc1cc([N+](=O)[O-])cc(Cl)c1O)c1ccc(Br)cc1 | -2.5% | 3.1%
